LGR2 inh: blocks bursicon-induced cAMP signaling via Drosophila LGR2. HEK293 LGR2, CRE-luciferase, bursicon-stimulated, 4 h. inhibition, % at 9.99 µM. 380,000 tested, 0.35% active. AID 720647;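 active = drop in luminescence signal, shown as inhibition above about 50% in the replicate tests, limit read from the data, passing the limit was not always enough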;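 also: agonist challenge used bursicon conditioned medium at about half maximal strength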
FN deposit inh: fibronectin deposition inhibition | AH1F fibroblasts, Alexa488-fibronectin deposition fluorescence, overnight | inhibition, % at 12.6 µM | 350,000 tested, 0.086% active | AID 743247;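 active = mean inhibition across replicates of 30% or more, regardless of how many single replicates reach that level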;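 also: positive control wells lacked labelled fibronectin entirely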
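Material: AH1F fibroblast monolayer depositing Alexa488-labelled fibronectin into matrix | Input: 10000 AH1F cells/well | Medium: DMEM plus 2% serum, read in PBS | Reagent: Alexa488-fibronectin, 24 nM final in well | Compound dosing: One dose per compound, pinned | Schedule: 1 h adhesion, overnight exposure | Measured by: Fluorescence at 485 nm excitation, 525 nm emission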
EWS-Fli block: EWS/Fli transcriptional activity inhibition; inhibition, % at 12.6 µM; A673 NR0B1-luciferase reporter, viability-normalised; AID 651661; 350,000 tested, 0.67% active;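 active = mean inhibition of at least 50% after viability correction, with every replicate also passing that limit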;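 also: firefly luciferase signal divided by Alamar Blue viability fluorescence both relative to DMSO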
S100A4 MyoIIA: S100A4-myosin IIA interaction inhibition | P26447 | S100A4/TAMRA-MyoIIA peptide fluorescence polarization | inhibition, % at 10.7 µM | 360,000 tested, 0.14% active | AID 652163;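 active = mean inhibition of at least 70% across replicates, with every replicate also reaching that level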
Target sequence (P26447 whole entry, looked up): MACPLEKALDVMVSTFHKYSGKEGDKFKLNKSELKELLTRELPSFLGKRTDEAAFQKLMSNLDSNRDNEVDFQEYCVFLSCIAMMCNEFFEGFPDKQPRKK
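Compound dosing: one dose per compound; test system: human S100A4 monomer with TAMRA-labelled myosin IIA peptide; probe or stimulus: TAMRA-labelled myosin IIA heavy-chain peptide probe, 5 nM; medium: HEPES buffer with Ca2+, pH 7.2; schedule: 5 min incubation before reading; benchmarks: neutral control DMSO, positive control TFP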
PGC1a acetyl inh: lowers PGC1a acetylation signal in U2OS cells. inhibition, % at 15.6 µM. AlphaScreen anti-acetyl-lysine; with virally co-expressed GCN5 acetyltransferase. 350,000 tested, 0.17% active. AID 651687;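 active = every replicate shows inhibition of at least 40%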;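 also: 0% = neutral control wells and 100% = positive control wells; some results beyond the cut were filed as inactive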
ERAP1 HTS inh: inhibitors of human ERAP1 aminopeptidase; 340,000 tested, 0.15% active; inhibition, % at 10.7 µM; AID 652197; recombinant ERAP1, Leu-AMC fluorescence, 60 min; Q9NZ08;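 active = mean replicate inhibition of at least 30%, or all replicates individually reaching that 30% level; inactive = mean below 30% and not every replicate reaching it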;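 also: 0% = neutral control wells and 100% = L-leucinethiol positive control wells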
Target sequence (Q9NZ08 whole entry, looked up): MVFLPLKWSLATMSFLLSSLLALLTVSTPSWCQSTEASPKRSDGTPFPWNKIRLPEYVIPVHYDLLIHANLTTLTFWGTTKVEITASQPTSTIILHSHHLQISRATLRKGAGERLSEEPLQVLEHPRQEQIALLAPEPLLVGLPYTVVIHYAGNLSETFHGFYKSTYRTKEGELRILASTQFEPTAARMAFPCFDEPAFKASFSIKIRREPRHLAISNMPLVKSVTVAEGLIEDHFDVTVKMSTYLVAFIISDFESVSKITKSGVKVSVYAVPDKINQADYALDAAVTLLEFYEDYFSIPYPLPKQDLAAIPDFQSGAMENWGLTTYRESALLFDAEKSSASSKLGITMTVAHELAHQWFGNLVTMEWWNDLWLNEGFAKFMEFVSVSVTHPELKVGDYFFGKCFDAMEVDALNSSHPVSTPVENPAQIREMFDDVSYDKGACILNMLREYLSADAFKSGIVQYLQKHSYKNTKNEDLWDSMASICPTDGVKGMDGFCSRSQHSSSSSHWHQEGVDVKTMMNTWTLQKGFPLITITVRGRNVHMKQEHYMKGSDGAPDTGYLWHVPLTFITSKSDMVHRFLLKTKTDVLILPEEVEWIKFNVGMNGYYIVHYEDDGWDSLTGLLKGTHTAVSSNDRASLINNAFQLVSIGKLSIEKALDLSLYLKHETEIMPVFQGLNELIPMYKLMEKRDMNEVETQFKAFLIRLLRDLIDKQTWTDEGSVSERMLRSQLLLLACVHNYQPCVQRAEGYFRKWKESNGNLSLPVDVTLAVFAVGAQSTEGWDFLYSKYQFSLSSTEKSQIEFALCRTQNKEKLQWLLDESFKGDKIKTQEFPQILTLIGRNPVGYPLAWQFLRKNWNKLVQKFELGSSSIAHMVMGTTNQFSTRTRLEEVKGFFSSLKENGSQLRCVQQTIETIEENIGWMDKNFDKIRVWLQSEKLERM
PAX8 inh HTS: lowers PAX8-driven luciferase in RMG-I cells | RMG-I TPO-luciferase reporter, SteadyGlo, 24 h | inhibition, % at 12.6 µM | 360,000 tested, 1.2% active | AID 652154;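 active = mean replicate inhibition at least 60% with every replicate also reaching 60%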;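 also: luciferase light reporting Pax8 driven TPO promoter activity; plate controls were median of neutral control wells for no effect and mitoxantrone controls for full effect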
PglD inh: blocks C. jejuni PglD acetyltransferase activity | inhibition, % at 12.5 µM | 360,000 tested, 0.098% active | purified PglD enzyme, DTNB colorimetric CoA detection | AID 602405; in the data active = inhibition above about 16%, passing the limit was not always enough; also: strong numbers were not always called active
Active calls of the source: *; nt = no result given; & = joins results of further samples.

Field names – A = LGR2 inh; B = FN deposit inh; C = EWS-Fli block; D = S100A4 MyoIIA; E = PGC1a acetyl inh; F = ERAP1 HTS inh; G = PAX8 inh HTS; H = PglD inh
CC(C)C#Cc1ccc([C@H]2[C@H](CO)N3CCCCN(C(=O)c4ccc5c(c4)OCO5)C[C@@H]23)cc1
  A: -9	B: nt	C: 1	D: 10	E: 4	F: -1	G: -2	H: 6

CCCNC(=O)[C@H]1[C@H](CO)[C@H]2Cn3c(ccc(C4=CCCCC4)c3=O)[C@@H]1N2CCC
  A: -6	B: nt	C: 4	D: -1	E: nt	F: 1	G: -12	H: -1

CCc1nc(SCC(=O)OC)c2c3c(sc2n1)COC(C)(C)C3
  A: -30	B: nt	C: -3	D: -5	E: nt	F: 2	G: 17	H: -3

CS(=O)(=O)Nc1ccc2c(c1)[C@H]1C[C@H](CC(=O)NCc3cccnc3)O[C@H](CO)[C@H]1O2
  A: 12	B: 5	C: -5	D: 6	E: 6	F: 0	G: -16	H: -2

O=C(c1ccc2c(c1)N(Cc1ccc(F)cc1)CCS2)N1CCOCC1
  A: 9	B: -7	C: -2	D: 12	E: 0	F: -1	G: 6	H: -1

CCCS(=O)(=O)NC(=O)C1(C)CCN(C(=O)c2cc(C)nn2C(C)(C)C)C1 (centres undefined)
  A: 6	B: -6	C: 10	D: -20	E: 6	F: 0	G: 7	H: -7

C[C@@H]1CN([C@H](C)CO)C(=O)c2cc(NS(=O)(=O)c3ccccc3)ccc2O[C@H]1CN(C)C(=O)Nc1ccc2c(c1)OCO2
  A: -5	B: 8	C: -8	D: 23	E: -3	F: 2	G: nt	H: 0

CC(C)NC(=O)N(C)C[C@H]1Oc2ccc(NC(=O)CCC(F)(F)F)cc2C(=O)N([C@H](C)CO)C[C@@H]1C
  A: -2&8	B: -6	C: -19&-1&-11	D: -9&-5&-1	E: -1&11&-3	F: -1&-5&0	G: -4	H: -1&-2&3

Cc1ccc(NC(=O)CSc2ccc3c(c2)OCCO3)c(O)c1
  A: 5	B: 5	C: nt	D: -5	E: -2	F: -1	G: 10	H: 4

CCCN(CC(=O)Nc1ccccc1C)C(=O)C1CC(=O)N(c2ccc(CC)cc2)C1 (centres undefined)
  A: -6	B: 7	C: 3	D: 4	E: -5	F: -3	G: -1	H: -3

OC(c1ccc(F)cc1)c1nc(-c2cccc(F)c2)cs1 (centres undefined)
  A: -30	B: -8	C: -41	D: -2	E: nt	F: 0	G: -83	H: -6

CCc1nc2cc(CC(=O)O)ccc2o1
  A: nt	B: 2	C: nt	D: nt	E: 9	F: nt	G: -1	H: -4

O=C(Nc1ccccc1)N1CCSc2ccccc21
  A: -8	B: 9	C: 5	D: -5	E: nt	F: 9	G: -7	H: 0

CCc1nc2ccc(C(=O)N(C)Cc3ccco3)cn2c1N(CC)Cc1cccc(Br)c1
  A: 8	B: 24	C: 3	D: 11	E: nt	F: 11	G: -4	H: -1

CCCCCCSc1ccc([C@@H]2[C@H]3C(=O)N(CC)C(=O)[C@H]3[C@]3(C(=O)OC)CCCCN23)cc1
  A: nt	B: 3	C: -6	D: 7	E: nt	F: 3	G: 27	H: -1

C[n+]1c(/C=C/c2ccc3c(c2)OCO3)ccc2ccccc21
  A: -24	B: -6	C: -12	D: 6	E: 4	F: 3	G: -84	H: nt

COc1ccc(Cl)cc1C(=O)NCCc1ccc(S(=O)(=O)NC(=O)NC2CCCCC2)cc1
  A: 10	B: -2	C: -5	D: -9	E: -11	F: 0	G: -4	H: 4

COc1ccccc1-c1coc2c(CN3CCC(C)CC3)c(O)ccc2c1=O
  A: 12	B: -3	C: 10	D: -5	E: -3	F: 2	G: 5	H: 3

C/C=C/c1ccc2c(c1)O[C@H](CN(C)C(=O)Cc1ccccn1)[C@@H](C)CN([C@H](C)CO)S2(=O)=O
  A: -27	B: -7	C: -8	D: -7	E: 10	F: 2	G: nt	H: 1

O=C(Cc1ccc(Cl)cc1)Nc1ccc(S(=O)(=O)Nc2ncccn2)cc1
  A: -11	B: -3	C: 7	D: -6	E: nt	F: -1	G: 2	H: 3

A stretch from further up:
Field names – A = LGR2 inh; B = FN deposit inh; C = EWS-Fli block; D = S100A4 MyoIIA; E = PGC1a acetyl inh; F = ERAP1 HTS inh; G = PAX8 inh HTS; H = PglD inh
CC(C)C#Cc1ccc([C@H]2[C@H](CO)N3CCCCN(C(=O)c4ccc5c(c4)OCO5)C[C@@H]23)cc1
  A: -9	B: nt	C: 1	D: 10	E: 4	F: -1	G: -2	H: 6

CCCNC(=O)[C@H]1[C@H](CO)[C@H]2Cn3c(ccc(C4=CCCCC4)c3=O)[C@@H]1N2CCC
  A: -6	B: nt	C: 4	D: -1	E: nt	F: 1	G: -12	H: -1

CCc1nc(SCC(=O)OC)c2c3c(sc2n1)COC(C)(C)C3
  A: -30	B: nt	C: -3	D: -5	E: nt	F: 2	G: 17	H: -3

Following part
Field names – A = LGR2 inh; B = FN deposit inh; C = EWS-Fli block; D = S100A4 MyoIIA; E = PGC1a acetyl inh; F = ERAP1 HTS inh; G = PAX8 inh HTS; H = PglD inh
Cc1cc[n+](CC(=O)c2cccs2)cc1
  A: 5	B: nt	C: -8	D: 6	E: 4	F: 4	G: nt	H: 5

Cc1cc(C)c(S(=O)(=O)NCC(=O)NCc2ccccn2)c(C)c1
  A: -3	B: nt	C: 3	D: -5	E: nt	F: 2	G: -6	H: nt

C[C@@H]1CN([C@H](C)CO)S(=O)(=O)c2ccc(/C=C/c3ccccc3)cc2O[C@H]1CN(C)C(=O)c1ccncc1
  A: -19	B: nt	C: 15	D: -6	E: 2	F: -2	G: nt	H: -2

CCN(CC)S(=O)(=O)c1ccc(N2CCOCC2)c(NC(=O)c2cc([N+](=O)[O-])ccc2Cl)c1
  A: -37	B: nt	C: 5	D: 9	E: 4	F: -3	G: 7	H: nt

COc1ccc(OCc2nnc(NC(=O)Nc3ccc(F)cc3)s2)cc1
  A: 16	B: -1	C: nt	D: nt	E: nt	F: nt	G: -2	H: -4

COc1ccc(S(=O)(=O)N[C@@H]2CC[C@H](CC(=O)NCc3ccccc3F)O[C@H]2CO)cc1
  A: 2	B: nt	C: 6	D: 2	E: 0	F: -1	G: -1	H: -2

CCC1CCCCN1CCCNC(=O)C1CCN(S(=O)(=O)N2CCC3(CC2)OCCO3)CC1 (centres undefined)
  A: -1	B: -16	C: -5	D: -53	E: -8	F: -1	G: 6	H: -8

CC(c1ccccc1)C1OCC(C[N+]2(C)CCCCC2)O1 (centres undefined)
  A: 7	B: -6	C: 1	D: -3	E: nt	F: 15	G: 4	H: nt

Cc1onc(-c2c(F)cccc2Cl)c1C(=O)NC(=S)NCc1cccnc1
  A: 6	B: 6	C: 1	D: -21	E: nt	F: 0	G: 1	H: nt

CN1c2ccccc2C(O)=C(C(=O)Nc2ccccc2)S1(=O)=O
  A: nt	B: 5	C: nt	D: nt	E: -4	F: nt	G: -8	H: -3

CO[C@H]1CC[C@H]2CCN(C)C(=O)[C@H](C)N(C)C(=O)c3cc(C#N)ccc3OC[C@@H]1O2
  A: -6	B: 5	C: 1	D: 1	E: nt	F: 0	G: -7	H: 1

CCC(C)NC(=O)[C@H]1N2C(=O)c3ccccc3C2SC1(C)C (some centres undefined)
  A: -1	B: -14	C: -8	D: 3	E: -3	F: -1	G: 15	H: -1

COc1ccc(C(=O)Nc2ccccc2C(=O)NCc2cccnc2)cc1OC
  A: 1	B: nt	C: nt	D: 12	E: -6	F: -2	G: 6	H: 1

CCCN(CCC)CC(O)COc1ccccc1C(=O)Nc1ccccc1 (centres undefined)
  A: -10	B: -3	C: 3	D: -9	E: 1	F: -1	G: -26	H: nt

Cc1cc(C)c(NC(=O)Cn2nc(-c3ccccc3)nc2-c2ccccc2)c(C)c1
  A: nt	B: -8	C: -16	D: 1	E: nt	F: 1	G: -4	H: nt

O=C(Nc1ccccc1)N1CCC(c2nc(-c3ccc(S(=O)(=O)N4CCOCC4)cc3)no2)CC1
  A: -26	B: 9	C: nt	D: nt	E: -9	F: nt	G: nt	H: 0

CC(NS(=O)(=O)c1ccc(F)cc1)C(=O)Nc1ccc2c(c1)OCCO2 (centres undefined)
  A: -5	B: 5	C: -3	D: -5	E: 4	F: 3	G: 6	H: -3

NS(=O)(=O)c1ccc(CNc2nc(-c3cccnc3)nc3ccccc23)cc1
  A: -13	B: 11	C: 18	D: 4	E: -17	F: 4	G: 6	H: 2

CCCn1nc2cc(C(=O)NCc3ccc(C)cc3)ccc2c1OC
  A: -2	B: -6	C: 6	D: 5	E: nt	F: 1	G: 19	H: -2

O=C1CCC(C(=O)N2CCCC2)CN1Cc1cccc(C(F)(F)F)c1 (centres undefined)
  A: -21	B: 5	C: 0	D: -11	E: 8	F: -1	G: 16	H: -2

Overlap with the part before: two entries; new compounds follow.
Field names – A = LGR2 inh; B = FN deposit inh; C = EWS-Fli block; D = S100A4 MyoIIA; E = PGC1a acetyl inh; F = ERAP1 HTS inh; G = PAX8 inh HTS; H = PglD inh
CCCn1nc2cc(C(=O)NCc3ccc(C)cc3)ccc2c1OC
  A: -2	B: -6	C: 6	D: 5	E: nt	F: 1	G: 19	H: -2

O=C1CCC(C(=O)N2CCCC2)CN1Cc1cccc(C(F)(F)F)c1 (centres undefined)
  A: -21	B: 5	C: 0	D: -11	E: 8	F: -1	G: 16	H: -2

O=C(OCC#CCSc1nnc(-c2cccc3ccccc23)o1)c1ccco1
  A: -7	B: 3	C: nt	D: 1	E: -8	F: 2	G: nt	H: 2

O=C(NCc1ccccn1)C(=O)Nc1cccc2ccccc12
  A: -21	B: 9	C: 5	D: 0	E: 1	F: 1	G: -14	H: nt

NC(=O)c1ccccc1OCc1nnc(-c2ccccc2Br)o1
  A: -12	B: 1	C: -46	D: 5	E: -3	F: 0	G: -27	H: 1

CCN(CC)C(=O)C1CCN(Cc2ccc(OCc3ccccc3)cc2)CC1
  A: -17	B: 5	C: -3	D: 3	E: -17	F: 0	G: 19	H: 0

COc1ccc(C#Cc2ccc3c(c2)[C@@H]2[C@@H](CCN2S(=O)(=O)c2ccccc2C)[C@@H](CO)N3)cc1
  A: 2	B: 8	C: -2	D: 1	E: 5	F: 0	G: 0	H: 2

CC(Oc1ccccc1Cl)C(=O)N(Cc1cccs1)C1CCS(=O)(=O)C1 (centres undefined)
  A: 7	B: 0	C: -2	D: 1	E: 9	F: -1	G: 1	H: -1

Cc1ccc(/C=N/NC(=O)Cc2cccs2)o1
  A: -11	B: -3	C: -19	D: -2	E: nt	F: 1	G: 4	H: nt

COCC#Cc1ccc2c(c1)O[C@H](CN(C)C(=O)c1ccccc1)[C@H](C)CN([C@@H](C)CO)S2(=O)=O
  A: 4	B: nt	C: 5	D: -55	E: -3	F: -3	G: nt	H: 2

COc1cc(C)c(C(C)C)cc1S(=O)(=O)n1ccnc1
  A: 9	B: nt	C: 8	D: 1	E: -2	F: 1	G: nt	H: -1

O=C(NNCc1ccccc1)c1ccccc1
  A: -11	B: 7	C: -2	D: -5	E: 4	F: 3	G: -62	H: 3

2 entries from above in a different format:
smiles | LGR2 inh | FN deposit inh | EWS-Fli block | S100A4 MyoIIA | PGC1a acetyl inh | ERAP1 HTS inh | PAX8 inh HTS | PglD inh
NC(=O)c1ccccc1OCc1nnc(-c2ccccc2Br)o1 | -12 | 1 | -46 | 5 | -3 | 0 | -27 | 1
CC(Oc1ccccc1Cl)C(=O)N(Cc1cccs1)C1CCS(=O)(=O)C1 (centres undefined) | 7 | 0 | -2 | 1 | 9 | -1 | 1 | -1

Screening data: PubChem BioAssay, Broad Institute
